# miR122 inh: blocks miR-122 activity in Huh7 sensor cells; Huh7 miR-122 Renilla luciferase sensor, 48 h; neutral wells = 0, positive control = 100; actives 0.3% (n = 340,000); activation (reporter increase), % at 12.5 µM;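 active means mean replicate activation score at least 90 and every replicate individually at or above 90; inconclusive means only one of the two criteria met; inactive means neither criterion met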;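 further: higher luciferase means less miR-122 activity so hits act as miR-122 inhibitors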
# EWS-Fli inh: inhibitors of EWS/Fli oncoprotein transcriptional activity. A673 NR0B1-luciferase reporter, viability-normalised. inhibition, % at 12.6 µM. actives 0.67% (n = 350,000). AID 651661;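 active means mean inhibition of at least 50% after viability correction, with every replicate also passing that limit; inconclusive means mean reaches 50% but only one of two replicates passes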;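 further: firefly luciferase signal divided by Alamar Blue viability fluorescence both relative to DMSO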
# FN deposition inh: fibronectin deposition inhibition | AH1F fibroblasts, Alexa488-fibronectin deposition fluorescence, overnight | actives 0.086% (n = 350,000) | AID 743247 | inhibition, % at 12.6 µM;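 active means mean inhibition across replicates of 30% or more, regardless of how many single replicates reach that level; inconclusive means mean under 30% yet at least half of replicates reach 30%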;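 further: positive control wells lacked labelled fibronectin entirely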
#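 Assay system: AH1F fibroblasts assembling fluorescent fibronectin matrix; Amount: 10000 AH1F cells per well; Buffer or medium: DMEM, 2% serum; Probe or stimulus: Alexa488-fibronectin, 24 nM final in well; Doses: single compound dose, delivered by pin transfer; Incubation: 1 h adhesion, overnight exposure; Measured by: fluorescence 485/525 nm; Read-out: fibronectin deposition inhibition.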
# DENV2 CPE rescue: inhibitors of DENV2 cytopathic effect; DENV2-infected cells, cytopathic effect rescue, plate reader; CPE inhibition, % at 9.99 µM; actives 1.7% (n = 350,000); AID 651640; in the data active means CPE inhibition above about 20%, passing the limit was not always enough; inconclusive means no clear call, values can overlap the other calls; tested in BHK-21 cells;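 further: 0% = median of neutral control wells and 100% = median of positive control wells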
# PAX8 inh HTS: inhibitors of PAX8 transcriptional activity in RMG-I cells; RMG-I TPO-luciferase reporter, SteadyGlo, 24 h; AID 652154; inhibition, % at 12.6 µM; actives 1.2% (n = 360,000);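 active means mean replicate inhibition at least 60% with every replicate also reaching 60%; inconclusive means only one of the two criteria is met; inactive means mean below 60% and not all replicates reaching 60%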;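 further: luciferase light reporting Pax8 driven TPO promoter activity; plate controls were median of neutral control wells for no effect and mitoxantrone controls for full effect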
# CFTR F508del cor: CFTR F508del correction in bronchial cells | CFBE cells, YFP halide quenching; stimulated with forskolin plus potentiator P3; % fluorescence drop versus neutral controls | activity (quench increase), % at 7.58 µM | actives 0.36% (n = 350,000) | AID 720511;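 active means mean added fluorescence quench of at least 8% versus neutral control, with both replicates also reaching 8%; inconclusive means only one of the mean or replicate conditions met; inactive means mean below 8% and not both replicates reaching 8%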;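 further: cells transiently co-express mutant CFTR-F508del with the halide-sensitive YFP; corrector assay measuring rescue of mutant channel to the surface after 24 h compound exposure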
# INS-1E GSIS act: primary screen for activators of insulin secretion dependent on glucose, INS-1E cells, GLuc reporter luminescence; actives 0.61% (n = 370,000); activation, % at 16.6 µM; INS-1E GLuc reporter insulin secretion, 2-3 h; AID 743287;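 active means lowest replicate activation of at least 40%, so every replicate reaches that level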;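 further: 0% = median of neutral control wells and 100% = median of IBMX positive control wells; some compounds called inactive have numbers as strong as hits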
# * marks the source's active call; other numbers are inactive results; ? = inconclusive; . = no result given; [ ] = dose if it differs, or a comment.
# Value order – miR122 inh	EWS-Fli inh	FN deposition inh	DENV2 CPE rescue	PAX8 inh HTS	CFTR F508del cor	INS-1E GSIS act
- C[C@@H]1CN([C@H](C)CO)C(=O)c2cccc(NS(=O)(=O)c3ccc(Cl)cc3)c2O[C@H]1CN(C)C(=O)Nc1cccc2ccccc12
 : 13[16.7 µM]	0	.	-6	.	0.5	-22
- C=CC(=O)NC1CCCCN(CCC)C1=O (stereo not drawn)
 : .	-9	-10	18	10	-4.1	10
- N#C[C@@H]1[C@@H](c2ccc(-c3cccc(F)c3)cc2)[C@@H](CO)N1C(=O)NC1CCCCC1
 : .	5	-5	?	.	-3.8	-31
- CN(C(=O)COC(=O)c1ccc2c(=O)n3c(nc2c1)CCC3)c1ccccc1
 : -8	.	11	.	-15	.	7
- CCN(c1ccccc1)S(=O)(=O)c1ccc2[nH]c(=O)c(=O)[nH]c2c1
 : 5	0	12	4	22	0.5	23
- CCn1c(CC(=O)Nc2ccccc2)nnc1SCC(=O)Nc1nncs1
 : 2	-4	6	-4	2	-3.9	-6
- CCCC#Cc1ccc([C@@H]2[C@@H](C#N)N(C(=O)C3CC3)[C@@H]2CO)cc1
 : .	5	-10	2	4	0.7	-6
- O=C(COc1ccc2c3c(c(=O)oc2c1)CCC3)NCCN1CCOCC1
 : 6	0	4	0	-11	0.6	-3
- CCOc1ccc(CCN2C(=O)C(=O)N([C@@H](CC(C)C)CN3CCC[C@H]3CN3C(=O)C(=O)NC[C@@H]3CC(C)C)C[C@@H]2Cc2ccccc2)cc1
 : .	0	-15	-6	0	4.1	5
- CC(C)Cc1ccccc1S(N)(=O)=O
 : -2	-22	3	-1	-34	2.0	0

# (continued)
# Value order – miR122 inh	EWS-Fli inh	FN deposition inh	DENV2 CPE rescue	PAX8 inh HTS	CFTR F508del cor	INS-1E GSIS act
- CCOc1ccc(/C=C\c2nc(O)c([N+](=O)[O-])c(=O)[nH]2)cc1OCC
 : -3	2	-3	4	-18	-2.0	4
- CCCCn1c(N)c(N(CCC)C(=O)C2CCCC2)c(=O)[nH]c1=O
 : 0	-3	-5	4	2	1.0	3
- S=C(NCc1ccccc1)Nc1cccc(Cl)c1
 : .	-7	-1	.	-17	-2.7	-21
- CCCCn1c(N)c(N(CCC(C)C)C(=O)COC(=O)c2ccco2)c(=O)[nH]c1=O
 : -4	.	28	.	17	.	.
- CCOc1ccc(NC(=O)Nc2cnccn2)cc1
 : .	-28	3	-7	-4	-0.6	4
- O=C(C[C@H]1CC[C@@H](NC(=O)Nc2ccccc2F)[C@@H](CO)O1)NCc1ccc(-c2ccccc2)cc1
 : .	-1	.	30*	-22	-2.5	-30
- C[C@@H]1CN([C@H](C)CO)S(=O)(=O)c2ccc(/C=C/c3ccccc3)cc2O[C@@H]1CN(C)C(=O)c1ccncc1
 : -14[16.7 µM]	-1	.	16	.	-3.1	-17
- CC[C@]1(C(=O)OC)[C@H]2C(=O)N(Cc3ccccc3)C(=O)[C@H]2[C@H]2CN=C(SCc3ccccc3)N21
 : -9	12	-6	?	-10	3.1	-35
- Cc1ccccc1CC(=O)NCC1CCCCC1
 : 0	-5	1	18	-17	-1.9	-12
- C[C@H]1CN([C@@H](C)CO)C(=O)c2cc(NC(=O)CCCN(C)C)ccc2O[C@@H]1CN(C)S(C)(=O)=O
 : 9[16.7 µM]	.	.	0	-14	-0.5	23

# Carrying on:
# Value order – miR122 inh	EWS-Fli inh	FN deposition inh	DENV2 CPE rescue	PAX8 inh HTS	CFTR F508del cor	INS-1E GSIS act
- COc1ccc(N(CC(=O)NCCSc2ccccc2)S(=O)(=O)c2ccccc2)cc1OC
 : .	1	-1	-2	13	-0.4	-47
- c1ccc(NCc2ccncc2)cc1
 : 6	-4	-1	-4	3	-3.3	5
- COc1ccccc1CN1CC(C(=O)NCc2c(F)ccc(C)c2F)CCC1=O (stereo not drawn)
 : -3	.	-12	8	-152	2.1	-9
- CCCOC(=O)c1ccc(NC(=O)c2cccc(S(=O)(=O)N3CCN(C(C)=O)CC3)c2)cc1
 : 0	29	-3	-3	1	0.0	-34
- O=C(NCc1cccnc1)c1cc(C2CCCCN2C(=O)OCCF)on1 (stereo not drawn)
 : -9	17	8	-13	4	1.3	4
- CCOc1ccc(/C=C2\SC(=S)N(CCC(=O)O)C2=O)cc1
 : .	73*	-2	1	-6	1.4	4
- CC(C)CCN(C(=S)Nc1cccc(F)c1)C(C)c1cccs1 (stereo not drawn)
 : -3	2	-7	5	-2	-0.4	-13
- COC(=O)c1c(CSc2cccc(C)c2)noc1C(=O)NCc1ccco1
 : 5	-4	.	6	18	-0.4	-47
- C[C@@H]1CN([C@H](C)CO)C(=O)c2cc(Br)cnc2O[C@H]1CN(C)S(=O)(=O)c1ccc(F)cc1
 : 13[16.7 µM]	-1	7	-1	.	0.4	-3
- CC(C)C1OC(c2cccc(NC(=O)c3cccs3)c2)OCC1(C)C (stereo not drawn)
 : .	19	-7	1	24	-0.4	-53

# (list continues)
# Value order – miR122 inh	EWS-Fli inh	FN deposition inh	DENV2 CPE rescue	PAX8 inh HTS	CFTR F508del cor	INS-1E GSIS act
- O=C(NCC1CCCO1)C(c1cccs1)N(C(=O)c1ccc(CN2CCOCC2)o1)c1ccc(Cl)cc1 (stereo not drawn)
 : .	.	2	.	-12	.	9
- OCc1ccc2c(c1)c(-c1ccc3c(c1)OCCO3)c(-c1ccccc1)n2-c1ccccc1
 : -2	23	-4	?	25	0.7	-8
- CCC(=O)Nc1sc(C(=O)OC)c(C)c1C(=O)OC
 : 0	-23	.	13	.	-2.4	11
- O=C(CSc1ccc2nnc(-c3cccc(F)c3)n2n1)N1CCCc2ccccc21
 : .	.	0	.	7	.	-6
- NC(=O)c1cc(-c2cccnc2)nc2ccc(Br)cc12
 : -7	-6	.	0	-19	-0.4	-3
- Cc1ccc(-n2ncc3c(N4CCC5(CC4)OCCO5)ncnc32)c(C)c1
 : -3	-20	-8	-4	-16	-0.9	.
- COc1ccc(CCNC(=O)c2cccc(NC(=O)CC3SC(N4CCCCC4)=NC3=O)c2)cc1OC (stereo not drawn)
 : .	9	5	8	18	5.4	0
- CC(C)c1ccc(NC(=O)CSc2nc(-c3ccccc3F)nc3nc[nH]c23)cc1
 : .	-2	0	0	-6	.	.
- COc1ccc(NC(=O)N(C)C[C@H]2Oc3ncc(C#C[C@@H](C)O)cc3C(=O)N([C@@H](C)CO)C[C@@H]2C)cc1
 : -3[16.7 µM]	-7	.	6	.	-1.6	31
- OCC#CCSc1nnc(-c2ccc(Br)cc2)o1
 : -8	.	-7	.	-49	.	17

# Following part
# Value order – miR122 inh	EWS-Fli inh	FN deposition inh	DENV2 CPE rescue	PAX8 inh HTS	CFTR F508del cor	INS-1E GSIS act
- O=C(CCCN1C(=O)c2cccc3cccc(c23)C1=O)NC1CCS(=O)(=O)C1 (stereo not drawn)
 : .	7	1	-3	4	-0.1	16
- O=c1cc(C=NNc2ccccc2)[nH]c(=O)[nH]1
 : .	1	-1	12	-4	-1.9	27
- COc1cccc(S(=O)(=O)N2CCCCN3[C@H](CO)[C@@H](c4ccc(-c5cccnc5)cc4)[C@@H]3C2)c1
 : -4[16.7 µM]	3	.	-9	-5	-1.0	-12
- C/C=C/c1ccc2c(c1)O[C@@H](CN(C)C(=O)Nc1ccccc1)[C@@H](C)CN([C@H](C)CO)S2(=O)=O
 : 0[16.7 µM]	-3	0	-5	.	1.0	-31
- CC1CCN(C(=O)COC(=O)CCC(=O)c2ccc(Cl)cc2)CC1
 : -1	1	-4	-4	-8	5.2	11
- CCNC(=S)NNC(=O)Cn1nc(C)cc1C
 : -2	-4	.	-1	.	-0.8	4
- Cc1cccc(C(O)c2ncc(-c3ccc(Cl)cc3)[nH]2)c1C (stereo not drawn)
 : 7	0	4	-10	-1	0.1	-16
- CCOC(=O)C1(Cc2cccc(OC)c2)CCN(Cc2cccn2-c2nccs2)CC1
 : -6	13	.	0	4	.	-27
- C[C@@H]1CN([C@@H](C)CO)C(=O)Cc2cc(NC(=O)Nc3ccc4c(c3)OCO4)ccc2O[C@H]1CN(C)CC1CC1
 : -3[16.7 µM]	-11	.	3	-10	-0.3	-12
- c1ccc(-c2nn3c(Cn4cnc5ccccc54)nnc3s2)cc1
 : -1	0	.	.	.	-4.2	14

# New compounds follow:
# Value order – miR122 inh	EWS-Fli inh	FN deposition inh	DENV2 CPE rescue	PAX8 inh HTS	CFTR F508del cor	INS-1E GSIS act
- CCOC(=O)CCSc1n[nH]c(=S)s1
 : .	0	-1	-5	-17	0.6	.
- CCOc1ccc(-n2c(C)c(C(C)=O)c3cc(OCC(N)=O)ccc32)cc1
 : .	-1	3	32*	1	.	-3
- CCCCn1c(N)c(N(CC(C)C)C(=O)c2ccco2)c(=O)[nH]c1=O
 : -2	-7	4	20	-5	2.5	9
- COc1cc(CNc2ccc(N3CCOCC3)c(C(=O)O)c2)ccc1OCC(N)=O
 : 2	.	-1	.	7	.	.
- CN1C(=O)c2cc(NC(=O)Cc3ccccc3)ccc2OC[C@H]2O[C@H](CC(=O)NCC3CC3)CC[C@H]21
 : -17[16.7 µM]	-1	1	?	6	0.6	1
- CCOC(=O)C(CC)Sc1nc2c(cnn2-c2ccccc2)c(=O)[nH]1 (stereo not drawn)
 : 2	-1	-2	13	-3	-0.6	.
- C[C@H](CO)N1C[C@H](C)[C@H](CN(C)C(=O)Nc2ccc(F)cc2)Oc2c(NC(=O)c3ccncc3)cccc2C1=O
 : 66[16.7 µM]	25	0	-3	-31	-0.5	10
- CCN(CC(=O)NCc1cccs1)S(=O)(=O)c1c(F)cccc1F
 : -2	1	1	6	-7	0.4	50
- Cc1ccc(CNC(=O)C2C3C=CC4(CN(Cc5cccnc5)C(=O)C24)O3)cc1 (stereo not drawn)
 : -4	.	2	.	16	.	.
- C=C(C)n1c(=O)n(Cc2ccccc2C)c2ccccc21
 : -1	6	8	-8	9	-0.5	39

# 3 compounds out of the list, ordered by heavy-atom count, highest first:
# Value order – miR122 inh	EWS-Fli inh	FN deposition inh	DENV2 CPE rescue	PAX8 inh HTS	CFTR F508del cor	INS-1E GSIS act
- Cc1ccc(CNC(=O)C2C3C=CC4(CN(Cc5cccnc5)C(=O)C24)O3)cc1 (stereo not drawn)
 : -4	.	2	.	16	.	.
- CCCCn1c(N)c(N(CC(C)C)C(=O)c2ccco2)c(=O)[nH]c1=O
 : -2	-7	4	20	-5	2.5	9
- CCN(CC(=O)NCc1cccs1)S(=O)(=O)c1c(F)cccc1F
 : -2	1	1	6	-7	0.4	50

# Structures above that contain an aryl thioether with sulfur outside any ring (8):
# Value order – miR122 inh	EWS-Fli inh	FN deposition inh	DENV2 CPE rescue	PAX8 inh HTS	CFTR F508del cor	INS-1E GSIS act
- CCn1c(CC(=O)Nc2ccccc2)nnc1SCC(=O)Nc1nncs1
 : 2	-4	6	-4	2	-3.9	-6
- COc1ccc(N(CC(=O)NCCSc2ccccc2)S(=O)(=O)c2ccccc2)cc1OC
 : .	1	-1	-2	13	-0.4	-47
- COC(=O)c1c(CSc2cccc(C)c2)noc1C(=O)NCc1ccco1
 : 5	-4	.	6	18	-0.4	-47
- O=C(CSc1ccc2nnc(-c3cccc(F)c3)n2n1)N1CCCc2ccccc21
 : .	.	0	.	7	.	-6
- CC(C)c1ccc(NC(=O)CSc2nc(-c3ccccc3F)nc3nc[nH]c23)cc1
 : .	-2	0	0	-6	.	.
- OCC#CCSc1nnc(-c2ccc(Br)cc2)o1
 : -8	.	-7	.	-49	.	17
- CCOC(=O)CCSc1n[nH]c(=S)s1
 : .	0	-1	-5	-17	0.6	.
- CCOC(=O)C(CC)Sc1nc2c(cnn2-c2ccccc2)c(=O)[nH]1 (stereo not drawn)
 : 2	-1	-2	13	-3	-0.6	.
